Source: PubChem
HSF1 activator = HSF-1 activators, primary screen, NIH3T3-HGL cells, MG132 stress, luminescence, single point | AID 504408, 2011 | NIH3T3-HGL HSF-1 luciferase reporter, 8 h; 100% = twice DMSO control signal | 300,000 tested, 1.7% active | activation, % at 9 µM;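 active = mean replicate activation of at least 50% with a set share of replicates each reaching 50%; inconclusive = only one of those two conditions met; inactive = mean below 50% and too few replicates reaching it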;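 note: 0% = median of the neutral control wells and 100% = twice that signal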
Platelet DG rel = inhibitors of platelet dense granule secretion, primary screen, cell-based, MLPCN, human platelets | 300,000 tested, 0.22% active | human platelet-rich plasma, SFLLRN dense granule ATP release, luminescence | inhibition, %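 (compounds screened at 7.5 µM in platelet-rich plasma)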;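 active = mean replicate score, as percent of positive control, at or above 50; inconclusive = mean below 50 but at least one replicate at or above 50; inactive = mean and every replicate below 50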
DYRK1A inh = rat Dyrk1A kinase inhibitors, primary screen, biochemical, single point, plate reader; inhibition, % at 12.5 µM; 310,000 tested, 0.43% active; ADP-Glo luminescence, NFATc1 peptide; Dual specificity tyrosine-phosphorylation-regulated kinase 1A (Rattus norvegicus), Q63470; in the data active = inhibition above about 50%;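 note: plate controls were vehicle with enzyme for no effect and no enzyme for full effect; many of its hits are not listed in these tables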
GSK3beta inhib = human GSK3beta kinase inhibitors, primary screen, biochemical, cell-free homogeneous, HTS | 300,000 tested, 0.038% active | GST-GSK3beta kinase, ADP-Glo luminescence, 60 min; hits give low values | Glycogen synthase kinase-3 beta (Homo sapiens), P49841 | activity score (negative = inhibition), % at 10 µM;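 active = more than half of replicate wells score below -50%, meaning over 50% inhibition versus plate controls; inconclusive = some replicates but at most half score below -50%; inactive = no replicate scores below -50%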;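 note: 0% = median DMSO wells and -100% = median GW8510 positive control wells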
Target sequence (P49841 whole entry, looked up): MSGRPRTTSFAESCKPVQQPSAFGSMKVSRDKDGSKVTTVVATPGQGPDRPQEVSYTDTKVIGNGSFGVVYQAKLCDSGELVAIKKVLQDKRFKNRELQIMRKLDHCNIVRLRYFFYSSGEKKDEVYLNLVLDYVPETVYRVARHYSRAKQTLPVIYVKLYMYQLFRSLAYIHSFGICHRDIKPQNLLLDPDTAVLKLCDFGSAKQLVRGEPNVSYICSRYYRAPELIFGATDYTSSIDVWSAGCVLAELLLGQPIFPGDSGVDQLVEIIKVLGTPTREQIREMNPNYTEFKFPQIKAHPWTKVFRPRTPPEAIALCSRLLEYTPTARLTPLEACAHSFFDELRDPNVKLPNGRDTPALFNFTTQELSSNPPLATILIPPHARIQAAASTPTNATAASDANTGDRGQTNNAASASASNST
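Assay system: GST-tagged human GSK3beta kinase, cell-free; Input: 1.6 ng GSK3beta; Medium: Tris/MgCl2 kinase buffer; Timing: 60 min enzyme reaction, room temperature; Signal: ADP-Glo luminescence quantifying ADP generated by kinase; Evaluation: score relative to plate controls; Benchmarks: DMSO neutral wells and GW8510 at 20 µM as positive.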
HSP90 refold inh = HSP90 inhibitors, primary screen, cell lysate, luminescence. Heat shock protein HSP 90 (rabbit reticulocyte lysate; luciferase refolding). Rabbit reticulocyte lysate, luciferase refolding luminescence, 3 h. inhibition, % at 5.6 µM. 290,000 tested, 0.91% active;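 active = inhibition above the screen-wide mean plus 3 SD, computed separately per campaign, cut at about 16% in these data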;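 note: 0% = DMSO wells and 100% = 60 µM geldanamycin wells; inhibitors lower the luminescence because luciferase stays unfolded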
HDAC3 inhib = HDAC3 deacetylase inhibitors, primary screen, biochemical, fluorescence, cell-free homogeneous. Histone deacetylase 3 (Homo sapiens), O15379. recombinant HDAC3, fluorogenic peptide/trypsin coupled. inhibition, % at 8.3 µM. 320,000 tested, 0.15% active; in the data active = inhibition above about 26%, passing the limit was not always enough; inconclusive = no clear call, values can overlap the other calls
Target sequence (O15379 whole entry, looked up): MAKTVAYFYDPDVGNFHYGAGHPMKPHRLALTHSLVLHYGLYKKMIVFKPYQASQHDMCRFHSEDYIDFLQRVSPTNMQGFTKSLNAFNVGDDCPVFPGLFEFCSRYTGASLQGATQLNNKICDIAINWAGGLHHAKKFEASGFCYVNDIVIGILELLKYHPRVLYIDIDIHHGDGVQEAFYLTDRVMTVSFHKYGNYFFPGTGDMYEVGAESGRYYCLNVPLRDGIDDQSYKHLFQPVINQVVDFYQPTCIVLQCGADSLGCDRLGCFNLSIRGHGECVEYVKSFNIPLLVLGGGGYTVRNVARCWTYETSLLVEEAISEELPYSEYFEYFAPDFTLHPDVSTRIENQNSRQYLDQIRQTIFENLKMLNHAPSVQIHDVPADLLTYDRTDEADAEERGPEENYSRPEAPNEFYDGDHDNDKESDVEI
HSF1 inh = HSF1 inhibitors in luciferase reporter cells, primary screen, cell-based, NIH3T3, luminescence; NIH3T3-HGL HSE-luciferase, MG132-induced, luminescence 8 h; hits give low values; activity change, negative = inhibition, % at 7.5 µM (by protocol); 300,000 tested, 0.77% active; AID 2098, 2009;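 active = more than half of replicate wells show activity change below -50%, luminescence cut by over half; inconclusive = some wells, but at most half, below -50%; inactive = no replicate well below -50%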;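 note: luciferase reports HSF-1 transcriptional activity via heat shock element; 0% = median of DMSO wells and -100% = zero luminescence signal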
PolyA inhibitor = polyadenylation inhibitors in yeast reporter cells, primary screen, luminescence, S. cerevisiae; S. cerevisiae SKY197-pL101 polyadenylation reporter, beta-gal luminescence; efflux-impaired pdr1/pdr3 knockout yeast; score 100 = 6 SD above DMSO; calls only at 12 µM; 300,000 tested, 0.02% active; AID 1875, 2009;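 active = lowest replicate activity score at least 50, where 100 means six control SD above control mean; inconclusive = lowest score under 50 but half or more replicates reach 50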;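 note: yeast exposed to compound for 9 h at 30 °C; higher score means more reporter readthrough which indicates perturbed polyadenylation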
AI-2 QS modul = Vibrio harveyi AI-2 quorum sensing modulators, primary screen, JMH597 strain, luminescence/OD600 ratio; activity change, % at 7.5 µM; Vibrio harveyi JMH597 AI-2 luminescence/OD600 ratio, 9 h; hits give low values; strain lacks LuxN and CqsS sensors; 0 = neutral-control median; 300,000 tested, 0.4% active; in the data active = activity change below about -75%, passing the limit was not always enough; inconclusive = no clear call, values can overlap the other calls;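 note: luminescence divided by OD600 gain over 9 h not by final OD600 alone; inactives centre near 13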
GSK3 alpha inh = blockers of GSK3A enzyme activity – biochemical, luminescence, cell-free homogeneous, HTS, primary screen | Glycogen synthase kinase-3 alpha (Homo sapiens), P49840 | inhibition, % at 10 µM | GSK-3 alpha kinase, ADP-Glo luminescence, 60 min | AID 2650, 2010 | 320,000 tested, 0.1% active;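 in the data active = inhibition above about 50%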;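 note: GST-tagged GSK-3 alpha with peptide substrate and 25 µM ATP; 0% = DMSO neutral wells and 100% = GW8510 positive control wells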
* marks the source's active call; other numbers are inactive results; i = inactive; ? = inconclusive; · = no result given; & = joins results of further samples. This is a subset; the hit share may differ from the screen's.

cpd | HSF1 activator | Platelet DG rel | DYRK1A inh | GSK3beta inhib | HSP90 refold inh | HDAC3 inhib | HSF1 inh | PolyA inhibitor | AI-2 QS modul | GSK3 alpha inh | Compound
1 | -6.3 | -9.5 | -3.0 | 0.4 | -0.4 | 3.6 | -1.9 | i | 9.2 | -2.1 | O=C(NCCc1ccccc1)C(=O)Nc1ccc([N+](=O)[O-])cc1
2 | -3.3 | 2.0 | 5.3 | 2.6 | 2.3 | 2.8 | 12.4 | i | 12.1 | -1.9 | FC(F)(F)c1cccc(NC(=S)N2CCN(c3ccccn3)CC2)c1
3 | 6.0 | -3.7 | 6.3 | -2.0 | 66.8* | 3.2 | 3.4 | i | 28.8 | -1.9 | CC1CN(C(=O)CCC(=O)NCc2ccccc2)c2cc(Cl)ccc2O1 (centres undefined)
4 | 17.9 | 3.8 | · | 2.4 | -0.3 | 6.9 | 7.1 | i | 12.1 | 0.3 | O/N=C/c1cc(Cl)ccc1OCc1cccc2ccccc12
5 | -1.4 | -6.6 | · | 2.0 | 1.6 | -2.8 | -1.7 | i | 13.0 | -3.2 | C/C(=N\Nc1ccccc1[N+](=O)[O-])c1ccc(N2CCOCC2)cc1
6 | -10.4 | -2.6 | 8.7 | -0.9 | 1.6 | -7.7 | -5.9 | i | 26.5 | -0.6 | NC(=O)CSc1nnc(Cn2cnc3ccccc32)o1
7 | -7.6 | 3.2 | 5.6 | -1.0 | -2.7 | -0.5 | -1.6 | i | 20.3 | -2.8 | Cc1nc(NCc2ccccn2)c2ccccc2n1
8 | 2.6 | 0.6 | 5.4&-2.1 | 0.1 | 4.1 | -7.5&3.7 | -1.5 | i | 19.3 | -2.6&-2.9 | CC1=CC(=O)c2ccccc2C1=O
9 | 7.7 | -0.2 | -5.1 | -1.5 | · | 1.5 | 1.0 | i | 18.8 | -0.4 | Cc1ccccc1NC(=O)CSc1nnc(Cc2ccccc2)c(=O)n1N
10 | -19.7 | -3.8 | -1.3 | 0.6 | -4.3 | 8.7 | 0.2 | i | 12.9 | -0.5 | CCOC(=O)C(=NC1CCCCC1)NNc1cccc(C(F)(F)F)c1
11 | 0.2 | -15.4 | -4.3 | 4.7 | -4.5 | -3.6 | -1.5 | i | 3.5 | -0.6 | CC(Sc1nnc(NC(=O)c2cc3ccccc3oc2=O)s1)c1ccccc1 (centres undefined)
12 | -5.2 | -2.2 | 0.6 | -2.5 | 0.6 | 11.2 | -3.4 | i | 14.4 | · | CCOc1ccc(NC(=O)COC(=O)CCCc2c[nH]c3ccccc23)cc1
13 | 24.7 | 7.7 | -9.3 | -0.7 | 4.6 | -2.6 | 0.3 | i | -9.8 | 0.9 | Cc1ccsc1C(=O)NNC(=O)C1CC=CCC1C(=O)O (centres undefined)
14 | 2.7 | -3.1 | 8.9 | -1.4 | · | -2.7 | 2.2 | i | 8.6 | 0.6 | Cc1ccc(C2(C)NC(=O)N(CC(=O)Nc3ccccc3C(=O)NC3CCCC3)C2=O)cc1 (centres undefined)
15 | 12.9 | -3.4 | -7.9 | -1.2 | 1.1 | 3.6 | -10.9 | i | 16.4 | -1.8 | CCc1ccc(OCCOCC(O)CNC(C)CC)cc1 (centres undefined)
16 | -3.1 | 5.6 | -2.4 | 5.9 | 0.0 | -1.7 | -6.5 | i | 15.3 | -1.6 | CC(C)c1c(C(=O)N/N=C2\CCc3ccccc32)nnn1-c1nonc1N
17 | 42.0 | 3.4 | -2.1 | 3.8 | 2.6 | -6.5 | 29.2 | i | 16.2 | -1.3 | O=C(NCc1cn(-c2ccccc2)nc1-c1ccccc1)c1ccc([N+](=O)[O-])cc1
18 | -5.0 | · | -3.3 | 0.3 | -1.6 | ? | -5.0 | i | 28.8 | -3.7 | CCCCN(CC)S(=O)(=O)c1ccc(C(=O)Nc2nnc(COC)o2)cc1
19 | 19.3 | 7.5 | 7.9 | 2.6 | 3.9 | -1.0 | 1.4 | i | 15.3 | -1.7 | COc1cccc(CC(=O)N2CCC(CCC(=O)Nc3cccc(OC)c3)CC2)c1
20 | 1.0 | -2.0 | 4.7 | -1.3 | 1.9 | 2.0 | -1.6 | i | 17.2 | -1.4 | COc1ccc(C)cc1S(=O)(=O)Nc1cccc(Cl)c1Cl
21 | 6.5 | 1.2 | 12.6 | 2.4 | -1.2 | -4.1 | -1.4 | i | 13.8 | 0.2 | CCc1noc(C)c1C(=O)OCC(=O)Nc1ncc(Cl)cc1Cl
22 | 13.7 | -1.7 | 4.4 | 0.5 | 0.0 | 5.9 | -0.1 | i | 24.5 | -2.0 | Cc1ccc(C)c(OCCn2cc(/C=C(\C#N)C(=O)NCc3cccs3)c3ccccc32)c1
23 | 3.4 | 1.2 | 0.2 | 2.3 | 2.8 | 0.2 | -10.5 | i | 17.9 | -2.0 | COCCn1nnnc1C(C(C)C)N1CCN(C(=O)c2ccco2)CC1 (centres undefined)
24 | 2.7 | 3.8 | -1.5 | -0.2 | -0.3 | -2.1 | -3.6 | i | -5.8 | -3.3 | CC(Sc1nc(-c2ccccc2)cc(C(F)(F)F)n1)C(=O)N1CCOCC1 (centres undefined)
25 | -1.2 | 10.3 | 3.3 | -15.4 | 8.8 | 7.3 | 2.7 | i | 17.4 | 0.2 | Cc1ccc(C)c(OCCSc2nnc(-c3cccnc3)n2N)c1
26 | -10.0 | 2.5 | -1.7 | -4.3 | -5.3 | · | -0.5 | i | 12.2 | 4.8 | COc1ccc(O)c(/C=N/N2CCOCC2)c1
27 | 4.3 | 7.6 | 0.9 | 0.9 | 2.5 | 0.2 | -0.5 | i | 22.5 | -2.0 | CCOC(=O)/C(=C\C=C\c1ccccc1)NC(=O)c1ccccc1
28 | 10.2 | -3.3 | 0.7 | -1.4 | 0.6 | · | 5.3 | i | 38.4 | · | CCOCCCNC(=S)N1CCCN(c2nc3c(C)c(C)ccc3cc2C#N)CC1
29 | -6.7 | 1.1 | 5.9 | -0.9 | -1.9 | 0.9 | -1.1 | i | 13.6 | -3.6 | NC(=O)C1CCN(CC(=O)Nc2ccccn2)CC1
30 | -8.6 | -4.1 | 2.8 | 3.8 | -3.0 | 6.1 | -2.4 | i | 4.1 | -3.7 | CC(C)CCOc1ccc(CO[C@@H]2[C@H]3OC(C)(C)O[C@H]3O[C@@H]2C(O)CO)cc1 (some centres undefined)
31 | -19.4 | 17.0 | 2.7 | -0.5 | 1.7 | -7.0 | -3.9 | i | 7.0 | 0.1 | COc1ccccc1-c1nnc(SCc2nc3ccccc3[nH]2)n1C
32 | 15.5 | 11.3 | -3.2 | 4.9 | 0.1 | -0.4 | 3.9 | i | 71.3 | 0.9 | CC(O)CNc1nc2c(c(=O)n(Cc3ccc(Br)cc3)c(=O)n2C)n1C (centres undefined)
33 | 5.8 | 2.9 | -0.3 | -0.6 | 1.9 | 12.0 | 2.8 | i | 11.6 | -0.7 | Cc1ccc(C(=O)Nc2ccc(S(=O)(=O)N3CCCC3)cc2)o1
34 | -31.7 | 1.4 | 2.6 | -0.7 | 1.9 | 0.7 | -20.1 | i | -11.7 | -1.7 | Cc1cc(NC(=O)CCOc2ccccc2)no1
35 | 5.3 | -1.8 | 5.6 | -0.2 | 0.1 | -5.1 | -5.3 | i | 4.3 | -1.1 | CSc1ccc(Cl)c(C(=O)OCC(=O)N2CCOCC2)c1
36 | -10.7 | -4.5 | -1.0 | -2.3 | 10.6 | 6.9 | 2.3 | i | 16.8 | -0.7 | CCOC(=O)CCC(=O)N1CCOCCOCCN(C(=O)CCC(=O)OCC)CCOCCOCC1
37 | 2.4 | 2.7 | -1.1 | 3.3 | 3.0 | 5.9 | 4.0 | i | 24.4 | -1.9 | CCN(CC)CCNC1=CC(=O)OC12CCCCC2
38 | -64.6 | -41.1 | -1.9 | 2.1 | 3.0 | 3.9 | -58.3* | i | 12.5 | -2.0 | CC(C)(C)NC(=O)C1CC(=O)OC12CCOC(C)(C)C2 (centres undefined)
39 | 19.3 | 10.9 | -5.0 | 0.7 | -3.5 | 4.1 | 9.9 | i | 26.3 | 0.9 | Cc1ccc(C)c(OCc2cc(C(=O)NC3CCOC(C)(C)C3)no2)c1 (centres undefined)
40 | 6.9 | -18.4 | -1.1 | 1.7 | · | -1.7 | 0.5 | i | 21.6 | -0.9 | CCC(=O)Nc1ccc(S(=O)(=O)N2CCc3ccccc3C2)cc1
41 | 3.2 | 4.0 | -2.7 | 1.2 | 0.2 | -19.3 | 10.4 | i | 24.7 | -1.6 | COc1ccc2cc(CN(CCc3ccccc3)Cc3nnnn3Cc3ccco3)c(=O)[nH]c2c1
42 | 79.4* | -6.2 | -3.1 | -6.3 | -2.1 | 0.8 | 39.2 | i | 12.3 | -0.9 | O=C(O)c1cccc(S(=O)(=O)N2CCC(n3nnc4cc(C(F)(F)F)ccc43)CC2)c1
43 | -5.4 | ? | · | 2.3 | 0.2 | 1.4 | -4.9 | i | 13.3 | -1.2 | Cc1nn(C)c(Cl)c1CN1CCN(C2CCCCC2)C(CCO)C1 (centres undefined)
44 | 6.6 | -6.2 | 2.8 | 3.2 | 1.3 | 6.0 | 4.6 | i | 7.3 | -2.9 | O=C(c1ccco1)N1CCN(CCCCOc2cccc3ccccc23)CC1
45 | 7.1 | -11.0 | 3.0 | 2.6 | · | 1.9 | 3.6 | i | 15.3 | 9.5 | N#CCC(=O)Nc1ccc(C(=O)OCC(=O)N2CCCC2=O)cc1
46 | -11.4 | -2.7 | -9.5 | · | 1.7 | 1.0 | 6.2 | i | · | 3.4 | O=C1COc2ccc(C(=O)COC(=O)Cn3cnc4ccccc43)cc2N1
47 | 28.0 | -37.9 | 6.3 | -1.1 | 1.2 | -5.3 | 31.8 | i | 12.0 | -1.6 | O=c1c2c3c(sc2nc2sc(C4CC4)nn12)CCCC3

HSF1 activator: what is marked active above.
cpd | HSF1 activator | Platelet DG rel | DYRK1A inh | GSK3beta inhib | HSP90 refold inh | HDAC3 inhib | HSF1 inh | PolyA inhibitor | AI-2 QS modul | GSK3 alpha inh | Compound
42 | 79.4* | -6.2 | -3.1 | -6.3 | -2.1 | 0.8 | 39.2 | i | 12.3 | -0.9 | O=C(O)c1cccc(S(=O)(=O)N2CCC(n3nnc4cc(C(F)(F)F)ccc43)CC2)c1
